LGR2 antag – inhibitors of bursicon-induced Drosophila LGR2 receptor cAMP signaling; HEK293 LGR2, CRE-luciferase, bursicon-stimulated, 4 h; inhibition, % at 9.99 µM; 0.35% of 380,000 active; AID 720647;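 active = drop in luminescence signal, shown as inhibition above about 50% in the replicate tests, limit read from the data, passing the limit was not always enough; inconclusive = probably only some replicates passing the limit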;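 note: agonist challenge used bursicon conditioned medium at about half maximal strength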
EWS-Fli inh – inhibitors of EWS/Fli oncoprotein transcriptional activity; 0.67% of 350,000 active; AID 651661; inhibition, % at 12.6 µM; A673 NR0B1-luciferase reporter, viability-normalised;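 active = mean inhibition of at least 50% after viability correction, with every replicate also passing that limit; inconclusive = mean reaches 50% but only one of two replicates passes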;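 note: firefly luciferase signal divided by Alamar Blue viability fluorescence both relative to DMSO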
FN deposit inh – fibronectin deposition inhibition; 0.086% of 350,000 active; AH1F fibroblasts, Alexa488-fibronectin deposition fluorescence, overnight; inhibition, % at 12.6 µM;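 active = mean inhibition across replicates of 30% or more, regardless of how many single replicates reach that level; inconclusive = mean under 30% yet at least half of replicates reach 30%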;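 note: positive control wells lacked labelled fibronectin entirely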
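Assay system: AH1F fibroblasts / Quantity: 10000 cells per well / Medium: DMEM plus 2% serum, read in PBS / Reagent: labelled fibronectin 24 nM / Dosing: single dose, pinned / Times: 1 h cell attachment, overnight exposure to compound and label / Signal: fluorescence, ex 485 nm, em 525 nm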
ERAP1 inh – inhibitors of human ERAP1 aminopeptidase | Q9NZ08 | recombinant ERAP1, Leu-AMC fluorescence, 60 min | inhibition, % at 10.7 µM | 0.15% of 340,000 active;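 active = mean replicate inhibition of at least 30%, or all replicates individually reaching that 30% level; inactive = mean below 30% and not every replicate reaching it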;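 note: 0% = neutral control wells and 100% = L-leucinethiol positive control wells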
Target sequence (Q9NZ08 whole entry, looked up): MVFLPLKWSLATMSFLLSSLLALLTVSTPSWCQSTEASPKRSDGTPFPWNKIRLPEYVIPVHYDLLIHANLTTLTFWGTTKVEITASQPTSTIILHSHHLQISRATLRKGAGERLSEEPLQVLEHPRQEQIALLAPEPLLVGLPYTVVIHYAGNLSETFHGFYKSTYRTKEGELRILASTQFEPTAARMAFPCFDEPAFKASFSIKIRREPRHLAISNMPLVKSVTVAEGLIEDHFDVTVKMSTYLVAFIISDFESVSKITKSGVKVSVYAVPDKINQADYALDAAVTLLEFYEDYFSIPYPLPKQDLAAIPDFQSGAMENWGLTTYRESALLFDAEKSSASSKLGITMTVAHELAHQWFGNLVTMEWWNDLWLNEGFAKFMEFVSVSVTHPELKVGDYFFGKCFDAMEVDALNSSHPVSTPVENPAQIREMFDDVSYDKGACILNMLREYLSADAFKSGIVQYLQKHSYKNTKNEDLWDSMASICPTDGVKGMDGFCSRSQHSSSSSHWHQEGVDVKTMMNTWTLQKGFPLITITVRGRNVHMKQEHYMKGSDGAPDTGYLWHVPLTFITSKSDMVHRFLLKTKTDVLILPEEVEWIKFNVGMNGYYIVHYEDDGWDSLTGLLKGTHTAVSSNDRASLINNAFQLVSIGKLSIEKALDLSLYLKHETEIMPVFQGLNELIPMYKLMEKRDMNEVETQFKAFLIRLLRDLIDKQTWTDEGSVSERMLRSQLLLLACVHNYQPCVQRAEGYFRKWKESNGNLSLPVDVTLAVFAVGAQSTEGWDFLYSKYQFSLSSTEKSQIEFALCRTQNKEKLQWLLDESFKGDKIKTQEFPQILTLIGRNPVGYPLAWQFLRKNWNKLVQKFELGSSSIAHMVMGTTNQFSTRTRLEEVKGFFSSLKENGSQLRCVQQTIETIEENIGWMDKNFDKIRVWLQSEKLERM
PAX8 inh HTS – lowers PAX8-driven luciferase in RMG-I cells | AID 652154 | RMG-I TPO-luciferase reporter, SteadyGlo, 24 h | inhibition, % at 12.6 µM | 1.2% of 360,000 active;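 active = mean replicate inhibition at least 60% with every replicate also reaching 60%; inconclusive = only one of the two criteria is met; inactive = mean below 60% and not all replicates reaching 60%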;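 note: luciferase light reporting Pax8 driven TPO promoter activity; plate controls were median of neutral control wells for no effect and mitoxantrone controls for full effect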
PglD inh – PglD (C. jejuni) enzyme inhibition. purified PglD enzyme, DTNB colorimetric CoA detection. inhibition, % at 12.5 µM. 0.098% of 360,000 active. AID 602405; in the data active = inhibition above about 16%, passing the limit was not always enough; inconclusive = no clear call, values can overlap the other calls; note: strong numbers were not always called active
S100A4 inh HTS – blocks human S100A4 binding to myosin IIA peptide; P26447; S100A4/TAMRA-MyoIIA peptide fluorescence polarization; 0.14% of 360,000 active; inhibition, % at 10.7 µM;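 active = mean inhibition of at least 70% across replicates, with every replicate also reaching that level; inconclusive = mean inhibition reaches 70% but some replicates fall short; inactive = mean inhibition below 70%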
Target sequence (P26447 whole entry, looked up): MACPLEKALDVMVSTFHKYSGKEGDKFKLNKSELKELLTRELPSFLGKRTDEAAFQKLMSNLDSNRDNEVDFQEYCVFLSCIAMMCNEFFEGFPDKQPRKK
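incubation = readout 5 min after mixing, signal stable up to 60 min | system = S100A4 monomer protein | buffer or medium = HEPES pH 7.2 with CaCl2, KCl, NaCl, DTT, Triton | benchmarks = neutral control DMSO, positive control TFP | also added = fluorescent myosin IIA peptide, 5 nM | compound dosing = one concentration per compound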
PGC1a acetyl inh – PGC1a acetylation modulation, inhibitor mode | 0.17% of 350,000 active | inhibition, % at 15.6 µM | U2OS PGC1a acetylation, AlphaScreen anti-acetyl-lysine; with virally co-expressed GCN5 acetyltransferase;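 active = every replicate shows inhibition of at least 40%; inconclusive = mean inhibition at least 40% but some replicate below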;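 note: 0% = neutral control wells and 100% = positive control wells; some results beyond the cut were filed as inactive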
* marks the source's active call; other numbers are inactive results; ? = inconclusive; . = not tested or not shown; & = joins results of further samples.

SMILES	LGR2 antag	EWS-Fli inh	FN deposit inh	ERAP1 inh	PAX8 inh HTS	PglD inh	S100A4 inh HTS	PGC1a acetyl inh
CCC(=O)N(C)C[C@@H]1Oc2ncc(C#Cc3ccncc3)cc2C(=O)N([C@@H](C)CO)C[C@@H]1C	-13	-3	-3	36*	.	0	0	-5
COc1ccc(NC(=S)NCCc2ccc(Cl)cc2)c(OC)c1	.	.	-5	.	8	3	.	-15
N#CC1(C#N)C(c2ccccc2)OC23CCCCC2C1(C#N)C(=N)O3 (stereo unspecified)	12	.	-2	.	5	4	.	.
CC(C)C(C(=O)N1CCOCC1)N1C(=O)c2ccccc2C1=O (stereo unspecified)	9	7	.	7	.	1	-3	1
COCC(=O)Nc1ccc2c(c1)C(=O)N(C)C[C@H](OC)[C@@H](C)CN(C(=O)C1CCCC1)[C@@H](C)CO2	-1	-7	-28	-5	.	-3	5	0
O=C(COC(=O)CCSc1ccccc1)Nc1ccc(F)cc1Cl	-22	6	-20	-4	32	-1	9	.
COc1ccc(NC(=O)N(C)C[C@@H]2Oc3c(NC(=O)c4nc5ccccc5s4)cccc3C(=O)N([C@H](C)CO)C[C@@H]2C)cc1	-13	-8	17	0	.	2	3	9
CCN(CC)c1ccc(Nc2nc(Cl)ncc2Br)cc1	4	-17	3	1	7	6	3	-18
Cc1ccccc1CNC(=O)CCC(=O)N1CCOc2ccccc21	-14	4	12	7	9	-3	0	-3
CC(=O)c1ccc(N2CCN(C(=O)c3cc4c(s3)CCCC4)CC2)cc1	1	-47	-17	5	-17	.	-1	.
CC(=O)N1N=C(c2ccco2)CC1c1ccc(C)cc1 (stereo unspecified)	-6	.	-3	.	-4	-3	.	-4
CC1=C(C(=O)N(C)C)CC(CC(=O)NCC2CCCCC2)C(=O)N1CCCN1CCCC1=O (stereo unspecified)	-9	-2	-23	-2	-5	-4	1	-16
COc1ccc(OC)c2nc3c(C(=O)NCCN(C)C)cccc3nc12	27	45	18	-2	.	.	-1	12
CCCCn1nc(NC(=O)c2cccs2)c2cc3ccccc3nc21	.	.	-2	.	-13	-5	.	?
CCOc1ccc(NC(=O)CN(C)C(=O)C2=COCCO2)cc1OCC	-9	-12	-4	-1	-10	.	0	.
CC(=O)Nc1ccc(S(=O)(=O)Oc2ccccc2N2C(=O)C3C4CCC(C4)C3C2=O)cc1 (stereo unspecified)	10	.	-2	-1	.	-11	-6	.
Cc1nnc(NC(=O)CCC2CCCCC2)s1	-12	1	-3	-3	.	2	0	-40
O=C1CCCN1CCCNS(=O)(=O)c1ccc(Br)cc1	3	3	-2	-1	3	.	3	0
CCN1CCc2c(sc(NC(=O)Cc3ccccc3)c2C(=O)OC)C1	-6	-6	7	2	0	-4	2	4
CC1CCCN(C(=O)COC(=O)/C=C/c2ccc(C(F)(F)F)cc2)C1 (stereo unspecified)	-16	-4	-3	2	2	2	5	-9
C=CCn1c(CCNC(=O)c2ccccc2F)nnc1SCc1nc2ccccc2c(=O)[nH]1	6	10	.	0	.	7	-5	-29
C[C@H]1CN([C@@H](C)CO)C(=O)c2cc(-c3ccccc3)cnc2O[C@H]1CN(C)C	11	-12	2	2	.	2	7	9
Cc1noc(C)c1S(=O)(=O)Nc1ccc2c(c1)CC(=O)N([C@H](C)CO)C[C@H](C)[C@@H](CN(C)C(=O)Nc1ccc(C(F)(F)F)cc1)O2	8	14	-1	0	1	3	4	4
Cc1cnc(Sc2ncccc2[N+](=O)[O-])nc1	.	.	0	.	-11	1	.	-22
COC(=O)c1ccccc1NC(=O)N1CCN(c2ccccc2F)CC1	1	-3	.	3	1	0	-1	-7
CC(=O)N/C(=C\c1ccccc1)C(=O)OCc1cc(C)ccc1C	-13	0	-3	-1	7	-6	0	.
O=C(Cc1c(F)cccc1Cl)OCC(=O)c1ccc[nH]1	-46	-3	-8	-2	-9	.	3	2
COC(=O)c1nccnc1N	-1	3	7	1	.	.	2	.
C[C@H](N)C(=O)OCc1ccc([N+](=O)[O-])cc1	7	-2	-6	.	11	7	2	10
CO[C@@H]1CN(C)C(=O)c2cc(NC(=O)c3ccc4c(c3)OCO4)ccc2OC[C@H](C)N(CCC(F)(F)F)C[C@@H]1C	3	1	1	-3	-6	2	1	-2
C[C@H](CO)N1C[C@H](C)[C@@H](CN(C)C(=O)NC2CCCCC2)Oc2ccc(NC(=O)NC3CCCCC3)cc2C1=O	4&4	2&0	-5	1&-1	-13	-1&1	5&3	8&0
Cc1cccn2c(=O)c3cc(C(=O)NCCc4ccccc4)c(=N)n(Cc4ccco4)c3nc12	19	.	1	-8	26	-7	-5	.
Cc1noc(C)c1S(=O)(=O)Nc1ccc2c(c1)C(=O)N([C@@H](C)CO)C[C@@H](C)[C@@H](CN(C)C(=O)Nc1ccc(C(F)(F)F)cc1)O2	22	2	.	3	.	2	2	1
CC(C)(C)c1nc2ccc(Cl)cn2c1CC1CCCCC1	?	5	-6	-2	-2	-4	0	-6
CC1=NNC(=O)/C1=C\c1cn(-c2ccccc2)nc1-c1cccs1	59*	77*	14	-1	4	.	-4	.
CCOC(=O)CNC(=S)N(Cc1ccco1)Cc1ccccc1Cl	17	10	1	1	-1	3	-8	-2
COc1ccc(NC(=O)Nc2ccc3c(c2)CC(=O)N([C@@H](C)CO)C[C@@H](C)[C@H](CN(C)C(=O)Nc2cccc4ccccc24)O3)cc1	9	4	.	.	5	-1	.	-8
COc1ccc(C(NC(=O)C(C)(C)C)NC(=O)C(C)(C)C)cc1	.	.	8	.	9	-1	.	1
Cc1ccc(N(CC(=O)NC2CCCCC2C)S(=O)(=O)c2c(C)nn(C)c2C)cc1 (stereo unspecified)	4	.	3	-4	-3	2	-9	5
O=C(/C=C/c1ccccc1[N+](=O)[O-])N1CCOCC1	0	2	6	0	10	0	1	22

As entered above:
CC1=NNC(=O)/C1=C\c1cn(-c2ccccc2)nc1-c1cccs1 @ PAX8 inh HTS: 4
COc1ccc(NC(=O)Nc2ccc3c(c2)CC(=O)N([C@@H](C)CO)C[C@@H](C)[C@H](CN(C)C(=O)Nc2cccc4ccccc24)O3)cc1 @ PglD inh: -1

Continued.
SMILES	LGR2 antag	EWS-Fli inh	FN deposit inh	ERAP1 inh	PAX8 inh HTS	PglD inh	S100A4 inh HTS	PGC1a acetyl inh
CNC[C@H]1Oc2ccc(NS(=O)(=O)c3ccccc3)cc2C(=O)N([C@H](C)CO)C[C@@H]1C	-19	-2	.	-2	-3	2	-4	5
O=C(C[C@@H]1C[C@@H]2c3cc(NC(=O)C4CCC4)ccc3O[C@@H]2[C@H](CO)O1)NCc1cc(F)ccc1F	-6	10	8	-1	-1	3	1	-11
COc1ccc(NC(=O)N(C)C[C@@H]2OCCCC[C@@H](C)Oc3ccc(NS(C)(=O)=O)cc3C(=O)N([C@H](C)CO)C[C@H]2C)cc1	0	-6	.	2	-5	0	38	14
CCOc1c(N2CC(C)OC(C)C2)c(=O)c1=O (stereo unspecified)	-4	3	-3	3	6	5	13	6
CCCNC(=O)C[C@@H]1C[C@H]2c3cc(NC(=O)C4CCOCC4)ccc3O[C@H]2[C@H](CO)O1	7	-1	-3	0	6	0	0	1
COc1ccc(NC(=S)Nc2cnc3ccccc3c2)c(OC)c1	-3	-3	3	3	-4	.	8	-2
COc1ccc(C(C(=O)NC2CCCC2)n2c(CSCCOc3ccccc3)nc3ccccc32)cc1 (stereo unspecified)	-31	44	1	-1	-10	.	-2	.
Cc1noc(C)c1S(=O)(=O)Nc1ccc2c(c1)CC(=O)N([C@@H](C)CO)C[C@H](C)[C@H](CN(C)C(=O)Nc1ccc(F)cc1)O2	-9	-6	-9	1	-17	-1	5	0
CCCOC(=O)CCCCC1SCC(NC(=O)OC)C1NC(=O)OC (stereo unspecified)	-12	-5	.	-7	.	8	14	-16
COc1ccc(NC(=O)Nc2ccc3c(c2)CC(=O)N([C@H](C)CO)C[C@H](C)[C@@H](CN(C)C(=O)Nc2cccc4ccccc24)O3)cc1	8	3	.	.	12	-1	.	-5
N/C(=N\OC(=O)c1ccc([N+](=O)[O-])cc1)c1ccc(Br)cc1	-24	-57	-4	0	-22	-9	3	2
O=C(Cc1ccccc1)NCC(=O)N1CCc2ccccc2C1	16	-1	-3	-1	-8	-1	-2	6
CCc1nnc(N2C(=N)SCC2=O)s1	21	-4	-5	-5	8	.	3	3
CCc1[nH]nc(C(=O)N2CCCC(CNS(=O)(=O)c3cccs3)C2)c1C (stereo unspecified)	-38	-7	-12	3	-24	.	-6	-3
CN1C(=O)N(CC(=O)c2ccc3c(c2)OCO3)C(=O)C12CCCCC2	31	-2	.	-1	-2	3	-1	21
CCCNC(=O)Nc1ccc2c(c1)C(=O)N(C)C[C@H](OC)[C@H](C)CN(C(=O)C1CCCCC1)[C@@H](C)CO2	5	10	.	7	9	-2	7	1
Cc1cccc(NC(=O)N2CCC(NC(=O)C3CCCCC3)CC2)c1	-2	1	0	2	-14	-5	49	.
NC(c1csc(Nc2ccc(C(F)(F)F)cn2)n1)C1CCCCC1 (stereo unspecified)	-16	18	-9	3	-15	-1	-3	.
c1ccc(Oc2cccc(OCCn3cncn3)c2)cc1	.	.	10	.	-8	-1	.	12
COc1ccc(S(=O)(=O)N(C)C[C@H]2Oc3ccc(NC(=O)Cc4cn(C)c5ccccc45)cc3C(=O)N([C@@H](C)CO)C[C@H]2C)cc1	0	-6	4	1	.	0	8	-7
CC(C)c1cn(CC[C@@H]2CC[C@@H](NC(=O)Nc3cc(Cl)cc(Cl)c3)[C@H](CO)O2)nn1	-12	2	-17	2	10	4	?	.
CO[C@H]1CN(C)C(=O)c2cc(NC(=O)C3CC3)ccc2OC[C@H](C)N(Cc2cccc(F)c2)C[C@@H]1C	6	12	-16	2	17	-1	-6	5
Cc1cc(C)c(C)c(S(=O)(=O)N2CCC(C(=O)N3CCCC3)CC2)c1C	-4	5	-2	-2	1	-1	4	5
O=C(CN1C(=O)c2ccccc2S1(=O)=O)NCCSCc1ccccc1Cl	-14	2	-4	-3	-1	-4	-1	8
COc1ccc(CNC(=O)CCC(=O)n2ncc3cc(C)ccc32)cc1	-3	0	-10	7	21	-2	3	2
O=C(N[C@@H]1CC[C@@H](CCNS(=O)(=O)c2cccc(Cl)c2)O[C@H]1CO)c1ccncc1	2	-8	-7	1	-20	0	-3	-3
Cc1ccc(C)c(NC(=O)CCOc2ccccc2)c1	5	-12	0	6	-13	6	-15	33
CO[C@@H]1CN(C)C(=O)c2ccc(NC(=O)CN(C)C)cc2OC[C@@H](C)N(C(=O)C2CCOCC2)C[C@H]1C	6	1	-4	-3	-4	-2	6	-1
O=c1c2cc3c(=O)n(-c4ccccc4O)c(=O)c3cc2c(=O)n1-c1ccccc1O	15	-5	-7	5	19	.	0	-16
CC1=NNC(=O)C1CC(=O)N/N=C(/C)c1cccc([N+](=O)[O-])c1 (stereo unspecified)	14	7	4	-2	-10	.	5	.
O=C(CSc1nnc2ccc(-c3ccccn3)nn12)Nc1ccc(F)cc1F	8	7	6	5	.	.	11	.
